Compound activity deposited in PubChem BioAssay by Broad Institute.
E-selectin induc: E-selectin induction in HUVECs, primary screen, imaging, HUVEC, immunofluorescence imaging, single point; normalized: neutral wells 0, TNF-alpha wells 100; activation, % at 7.58 µM; actives 0.37% (n = 260,000); AID 686992, 2013;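 active = mean E-selectin-positive cell signal at least 10% of the positive control, reached in at least 60% of replicates, without over 20% cell loss; inconclusive = no rule given, readout overlaps actives, possibly toxicity-flagged; inactive = the rest, including those meeting only one limit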;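 note: in these data hits start at about 27%; measured in HUVEC primary endothelial cells; signal is the percent of cells scored E-selectin positive by PE staining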
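System: HUVEC / Compound: single concentration / Signal: immunofluorescence imaging / Read-out: percent E-selectin-positive cells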
GSIS activator: GLuc luminescence reporter in INS-1E cells, primary screen for activators of glucose-dependent secretion of insulin. INS-1E GLuc reporter insulin secretion, 2-3 h. actives 0.61% (n = 370,000). activation, % at 16.6 µM. AID 743287, 2014;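 active = lowest replicate activation of at least 40%, so every replicate reaches that level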;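 note: 0% = median of neutral control wells and 100% = median of IBMX positive control wells; some compounds called inactive have numbers as strong as hits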
RAD52 inh: RAD52 DNA annealing inhibitors, primary screen, biochemical, FRET, single point, set 2; DNA repair protein RAD52 homolog (Homo sapiens), P43351; recombinant RAD52 DNA annealing, FRET fluorescence; inhibition, % at 18.7 µM; actives 0.46% (n = 360,000); AID 651710, 2012;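 active = every replicate showing at least 50% inhibition; inconclusive = mean inhibition at least 50% but not in every replicate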
DENV2 CPE rescue: inhibitors of DENV2 cytopathic effect, primary screen, cell-based, plate reader, single concentration. DENV2-infected cells, cytopathic effect rescue. CPE inhibition, % at 9.99 µM. actives 1.7% (n = 350,000); in the data active = CPE inhibition above about 20%, passing the limit was not always enough; inconclusive = no clear call, values can overlap the other calls; tested in BHK-21 cells;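 note: 0% = median of neutral control wells and 100% = median of positive control wells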
XiGFP reactiv: activators of inactive X chromosome reactivation, primary screen, imaging, XiGFP fibroblasts, GFP high-content imaging, set 2. activation, % at 7.58 µM. XiGFP mouse fibroblasts, % GFP-positive cells imaging, 3 d; cells co-treated with 5-aza-dC sensitizer; scaled so ellipticine positive control = 100%. actives 0.055% (n = 360,000);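 active = mean normalized replicate activation at least 10% and every replicate at or above 10%; inconclusive = only one of the two criteria met; inactive = mean below 10% and not all replicates reach 10%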;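 note: 0% = median of on-plate neutral control wells and 100% = ellipticine 6 µM median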
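Assay system – SV40-immortalized XiGFP fibroblast cells, line 68-5-11 · Buffer or medium – DMEM supplemented with 5-aza-dC as sensitizing agent · Dosing – one concentration, pinned · Benchmarks – positive control ellipticine, 6 µM final · Times – 3 days compound exposure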
Casp6 inh: human caspase-6 inhibitors, primary screen, biochemical, VEID-R110 fluorescence, single point, set 2; P55212; purified caspase-6, Z-VEID-R110 cleavage fluorescence; inhibition, % at 12.5 µM; actives 0.53% (n = 350,000);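 active = mean inhibition across replicates at least about 35%, with every replicate also reaching that limit, limit read from the data; inconclusive = only one of the two criteria met; inactive = neither criterion met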;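 note: 0% = median of neutral control wells and 100% = no fluorescence left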
Target sequence (P55212 24-179 limits assumed): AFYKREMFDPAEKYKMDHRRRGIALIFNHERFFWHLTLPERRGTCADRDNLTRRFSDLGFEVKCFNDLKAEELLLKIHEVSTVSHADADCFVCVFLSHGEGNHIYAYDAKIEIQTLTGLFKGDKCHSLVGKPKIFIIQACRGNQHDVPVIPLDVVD
Target sequence (P55212 194-293 limits assumed): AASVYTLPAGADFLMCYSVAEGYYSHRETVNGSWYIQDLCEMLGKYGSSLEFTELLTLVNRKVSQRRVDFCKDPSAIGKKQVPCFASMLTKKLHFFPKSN
RAD54 inh: inhibitors of human RAD54 branch migration, primary screen, biochemical, fluorescence, single point; RAD54 Holliday junction branch migration, FAM/BHQ fluorescence; inhibition, % at 10.4 µM; actives 0.14% (n = 360,000);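 active = mean normalized replicate activity at least 40 and at least half of replicates scoring 40 or more; inconclusive = only one of the two criteria met; inactive = mean below 40 and under half of replicates reaching 40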;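 note: 0% = median of neutral control wells and 100% = median of positive control wells; inhibitors cause a drop in the FAM fluorescence signal; in these data hits start at about 50%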
Target sequence (Q92698 whole entry, looked up): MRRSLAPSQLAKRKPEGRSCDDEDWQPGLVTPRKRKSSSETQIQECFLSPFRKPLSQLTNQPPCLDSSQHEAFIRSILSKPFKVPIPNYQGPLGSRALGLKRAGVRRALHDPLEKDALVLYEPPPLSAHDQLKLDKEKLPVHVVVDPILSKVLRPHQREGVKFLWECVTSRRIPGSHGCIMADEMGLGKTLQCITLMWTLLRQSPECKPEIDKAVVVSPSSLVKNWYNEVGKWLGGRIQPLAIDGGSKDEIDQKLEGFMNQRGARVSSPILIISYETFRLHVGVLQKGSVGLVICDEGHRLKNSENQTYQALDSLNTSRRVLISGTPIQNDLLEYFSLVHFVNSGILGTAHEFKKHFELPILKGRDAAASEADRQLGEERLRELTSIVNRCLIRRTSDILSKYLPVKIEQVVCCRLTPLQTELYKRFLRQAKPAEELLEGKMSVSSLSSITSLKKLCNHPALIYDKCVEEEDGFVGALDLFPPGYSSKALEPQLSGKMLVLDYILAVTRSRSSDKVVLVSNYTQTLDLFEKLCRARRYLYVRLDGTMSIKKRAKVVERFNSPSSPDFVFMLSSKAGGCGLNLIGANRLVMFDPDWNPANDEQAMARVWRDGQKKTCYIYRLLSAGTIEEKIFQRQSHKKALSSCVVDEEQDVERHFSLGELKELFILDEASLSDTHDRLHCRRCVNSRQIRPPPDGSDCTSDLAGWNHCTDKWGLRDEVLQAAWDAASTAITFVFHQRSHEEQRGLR
F508del corr: F508del CFTR correction, initial screen, CFBE line, single point; CFBE cells, YFP halide quenching; stimulated with forskolin plus potentiator P3; % fluorescence drop versus neutral controls; actives 0.36% (n = 350,000); activity (quench increase), % at 7.58 µM; AID 720511, 2013;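 active = mean added fluorescence quench of at least 8% versus neutral control, with both replicates also reaching 8%; inconclusive = only one of the mean or replicate conditions met; inactive = mean below 8% and not both replicates reaching 8%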;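 note: cells transiently co-express mutant CFTR-F508del with the halide-sensitive YFP; corrector assay measuring rescue of mutant channel to the surface after 24 h compound exposure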
* marks the source's active call; other numbers are inactive results; ? = inconclusive; / = not tested or not shown.

SMILES	E-selectin induc	GSIS activator	RAD52 inh	DENV2 CPE rescue	XiGFP reactiv	Casp6 inh	RAD54 inh	F508del corr
O=C1CCCc2c1[nH]c1ccc(CN3CCCCC3)cc21	/	/	6	5	/	-2	6	0.9
CCOc1ccccc1NC(=O)C1CCCN(S(=O)(=O)c2ccc(-n3cnnn3)cc2)C1 (stereo not drawn)	/	11	-8	-3	0.0	-6	-3	-0.4
CCCc1cn(CC[C@H]2CC[C@@H](NC(=O)C3CC3)[C@@H](CO)O2)nn1	-0.1	11	14	-1	0.0	1	2	-2.3
COc1ccc(Cc2nnc(SCC(=O)N3CCCCC3)o2)cc1	/	5	-10	-4	0.0	0	/	0.2
CO[C@H]1CN(C)C(=O)c2cc(NC(=O)Cc3ccccc3)ccc2OC[C@H](C)N(C(=O)c2ccccc2F)C[C@H]1C	0.2	-5	9	-6	0.4	-4	2	-1.4
Cc1cc(C)cc(C(=O)NCC(=O)OCC(=O)NCC(F)(F)F)c1	/	8	-10	?	0.1	13	/	0.8
O=[N+]([O-])c1cn(Cc2ccccc2)cn1	/	-1	-19	-6	-0.1	0	/	-0.6
COC(=O)C[C@H]1CC[C@H](NC(=O)c2ccccc2)[C@@H](CO)O1	0.1	24	1	-2	-0.3	0	-3	-2.0
COc1ccc(N2CCN(Cc3nc4sc(C)c(C)c4c(=O)[nH]3)CC2)cc1	5.1	4	-43	-7	0.0	-4	/	-1.3
O=C(Nc1ccnn1C1CCN(Cc2ccc(CO)o2)CC1)c1cccc(F)c1	-0.4	5	13	-7	0.1	-9	1	-4.3
Cc1ccc(C(=O)OCC(=O)Nc2cc(C(C)(C)C)nn2-c2ccccc2)c(O)c1	0.0	-69	-2	-2	0.0	2	-2	-2.6
C[C@@H]1CCCCO[C@H](CN(C)S(=O)(=O)c2cn(C)cn2)[C@@H](C)CN([C@H](C)CO)C(=O)c2cc(NS(C)(=O)=O)ccc2O1	-0.2	10	2	5	0.1	1	0	-2.7
C/C=C/C1=CC(=O)C[C@H](c2ccc3c(c2)OCO3)C1	0.2	23	-44	/	0.0	-1	10	-2.5
CC(=O)n1cc([C@@H]2C=C(C(=O)N3CCN(Cc4ccccc4)CC3)O[C@H](OCCCCO)C2)c2ccccc21	/	/	-3	-7	/	-1	-3	0.6
Cc1ccc(OCC(=O)OC(C)C(=O)NC2CCCCC2C)cc1C (stereo not drawn)	/	5	-15	-8	0.0	-1	-10	0.5
CCN(CC)C(=O)C1CCN(Cc2cn(C)nc2-c2ccc(Oc3ccccc3)cc2)CC1	0.5	-15	-5	-3	0.0	-4	/	/
COc1ccc(CCN(C)CCC(=O)Nc2cccc(C)c2)cc1OC	4.1	15	-10	4	0.1	-2	/	1.2
O=c1oc2ccccc2nc1/C=C(\O)c1ccccc1	0.0	-11	-109	-9	0.2	7	9	-33
O=C(Nc1ccc(Cl)cn1)c1ccc(-c2cc(Cl)ccc2Cl)o1	4.7	10	/	/	0.0	/	0	-0.1
O=C1c2ccccc2NC(c2cc(Cl)cc(Cl)c2O)N1Cc1cccnc1 (stereo not drawn)	/	11	-11	-2	0.0	4	-6	1.1
COC(=O)C(C)Sc1ccc2nnc(CCNS(=O)(=O)c3ccccc3)n2n1 (stereo not drawn)	/	7	-13	/	0.2	2	/	-2.2
COc1ccc(-c2ccnc3ncnn23)cc1	/	8	-13	-7	0.0	-2	/	-1.5
Cc1cccc(NC(=O)COC(=O)CCc2ccc(S(=O)(=O)N3CCOCC3)cc2)c1C	-1.0	-1	-18	-6	0.1	/	0	-2.4
CCc1noc(C)c1C(=O)N1CC(C)SC1=Nc1ccc(Cl)cc1 (stereo not drawn)	/	-32	-25	8	0.3	2	-3	2.1
O=C(Nc1ccc([N+](=O)[O-])cc1)Nc1nc(-c2ccc(Cl)s2)cs1	-2.1	/	-13	6	1.1	-2	/	2.9

SMILES	E-selectin induc	GSIS activator	RAD52 inh	DENV2 CPE rescue	XiGFP reactiv	Casp6 inh	RAD54 inh	F508del corr
COc1ccc(NC(=O)CSc2ccc3nnc(-c4cccnc4)n3n2)cc1	1.1	7	-5	?	-0.1	0	6	0.8
O=c1[nH]c(=S)[nH]cc1Oc1ccc(Cl)cc1Cl	/	-13	-7	9	0.3	-6	-9	3.8
Cc1ccc(C(=O)Nc2ccc(C(=O)N3CCCCC3)cc2)cc1	-4.4	-4	-2	14	0.1	0	/	-0.6
Cc1ccc(S(=O)(=O)NC(=O)C2(C)CCN2C(=O)C2(c3ccc(Cl)cc3)CC2)nc1 (stereo not drawn)	1.9	-4	-4	1	1.0	-1	1	-0.4
O=C(C[C@@H]1C=C[C@@H](NC(=O)Nc2ccccc2F)[C@@H](CO)O1)NCc1ccc(Cl)cc1	7.2	-12	-2	-7	-0.3	-2	-5	1.8
CCC1C(=O)n2nc(-c3ccccc3)cc2N=C1C (stereo not drawn)	/	11	3	/	/	1	/	-0.6
CCCS(=O)(=O)NC(=O)C1(C)CCN(C(=O)c2ccc(C#N)cc2)C1 (stereo not drawn)	0.1	4	-8	5	0.0	-2	2	0.9
O=C(Nc1cccc(Br)c1)c1cc(=O)c2ccccc2o1	/	19	-10	-1	0.0	-2	3	0.1
COCCNC(=O)C(c1ccc(C)o1)N(CCOC)C(=O)Cn1nnc2ccccc21 (stereo not drawn)	/	11	-15	2	0.0	-6	/	1.9
COc1ccc2cnnc(SCC(=O)Nc3ccccc3)c2c1OC	/	10	-33	-1	0.0	9	4	-0.2
COc1cccc(NC(=O)N[C@H]2C=C[C@H](CC(=O)N3CCN(C)CC3)O[C@H]2CO)c1	-1.2	-4	4	0	-0.3	-2	/	-0.3
Cn1c(=O)oc2cc(S(=O)(=O)N3CCCc4ccccc43)ccc21	/	/	-13	-1	0.5	0	15	4.2
CC1=CC(C)(C)N(C(=O)CSc2nncn2C)c2ccccc21	/	1	-10	/	/	-3	10	2.1
C/C=C/c1ccc([C@@H]2[C@@H](CO)N3C(=O)CN(S(=O)(=O)c4cccc(F)c4)C[C@H]23)cc1	-0.3	1	-37	11	0.0	-1	/	-0.3
O=C(CN1CCOCC1)N1CC(=O)N2[C@H](C1)[C@H](c1ccc(C3=CCCCC3)cc1)[C@@H]2CO	0.3	1	5	-3	0.1	-1	/	0.9
NC(=O)c1ccc(NC(=O)COC(=O)/C=C/c2ccc(Br)o2)cc1	0.3	7	-32	4	0.4	80*	-12	-2.4
C[C@H]1CCCCO[C@H](CN(C)S(=O)(=O)c2ccccc2)[C@@H](C)CN([C@@H](C)CO)C(=O)c2cc(NC(=O)Nc3ccc(C(F)(F)F)cc3)ccc2O1	0.4	23	35	-3	0.0	-2	4	2.8
C[C@H](CO)N1C[C@H](C)[C@@H](CN(C)C)Oc2ccc(NC(=O)C3CC3)cc2C1=O	-0.1	24	-8	5	-0.8	-5	1	0.5
CCC(C)(C)NC(=O)c1cc(S(=O)(=O)N2CCc3ccccc32)cn1C	/	-51	-10	12	0.0	0	2	-2.0
C[C@@H]1CN([C@H](C)CO)C(=O)c2cc(NC(=O)C3CC3)ccc2O[C@H]1CN(C)C(=O)Nc1ccc2c(c1)OCO2	1.2	8	1	11	0.2	1	-3	-1.6
CC(=O)Nc1ccc2c(c1)C(=O)N(C)[C@@H]1CC[C@@H](CC(=O)N3CCc4ccccc4C3)O[C@@H]1CO2	-0.1	-2	/	5	0.3	/	-9	-1.8
Cc1ccc(S(=O)(=O)Nc2ccc3c(c2)C(=O)N([C@@H](C)CO)C[C@@H](C)[C@H](CN(C)Cc2ccncc2)OCCCC[C@@H](C)O3)cc1	/	-9	7	2	0.2	-2	-14	-1.2
O=C(CSc1nc2ccccc2o1)Nc1nc(-c2ccccc2)c(-c2ccccc2)s1	0.0	-8	-14	3	0.1	-2	/	/
COc1ccc(OC)c(/C=C/C(=O)Nc2ccc3c(c2)CCC3)c1	/	3	-7	23*	0.2	-5	4	1.3
CSCC[C@H](NC(=O)[C@@H]1CSC2c3ccccc3C(=O)N21)C(=O)N1CCC[C@H]1CO (stereo partly drawn)	/	-4	0	-14	/	6	1	2.2

Arranged by formula weight (falling): part of the list above.
SMILES	E-selectin induc	GSIS activator	RAD52 inh	DENV2 CPE rescue	XiGFP reactiv	Casp6 inh	RAD54 inh	F508del corr
C[C@H](CO)N1C[C@H](C)[C@@H](CN(C)C)Oc2ccc(NC(=O)C3CC3)cc2C1=O	-0.1	24	-8	5	-0.8	-5	1	0.5
Cn1c(=O)oc2cc(S(=O)(=O)N3CCCc4ccccc43)ccc21	/	/	-13	-1	0.5	0	15	4.2
CCC1C(=O)n2nc(-c3ccccc3)cc2N=C1C (stereo not drawn)	/	11	3	/	/	1	/	-0.6

Next compounds follow:
SMILES	E-selectin induc	GSIS activator	RAD52 inh	DENV2 CPE rescue	XiGFP reactiv	Casp6 inh	RAD54 inh	F508del corr
O=C(c1ccc2nc[nH]c2c1)N1CCN(S(=O)(=O)c2cccc(Cl)c2)CC1	/	-5	-9	5	0.3	5	4	-0.8
CNC[C@H]1Oc2ccc(NC(=O)Nc3ccc(OC)cc3)cc2C(=O)N([C@H](C)CO)C[C@H]1C	-5.1	9	-5	/	0.4	0	12	2.2
O=C(N1CCN(c2ncccn2)CC1)C12CC3CC(CC(C3)C1)C2	/	/	-11	0	0.3	0	/	0.3
COc1cc(C(c2c(O)cc(C)[nH]c2=O)c2c(O)cc(C)[nH]c2=O)ccc1O	/	6	-11	2	0.0	-8	2	-0.6
C[C@H]1CN([C@@H](C)CO)S(=O)(=O)c2ccc(-c3cncnc3)cc2O[C@H]1CN(C)C	0.0	26	4	9	0.2	0	-15	2.4
CO[C@@H]1CN(C)C(=O)c2cc(NC(=O)Nc3ccccc3Cl)ccc2OC[C@@H](C)N(C)C[C@H]1C	6.6	-3	7	15	-0.2	0	-10	0.1
CN(C(=O)c1cccc(NC(=O)Cc2ccc(NC(=O)C3CCN(S(=O)(=O)c4cccc([N+](=O)[O-])c4)CC3)cc2)c1)C1CCCC1	/	-23	-15	?	0.1	-2	4	-1.9
C[C@H](CO)N1C[C@H](C)[C@@H](CN(C)C(=O)C2CCCCC2)OCCCC[C@H](C)Oc2ccc(NS(=O)(=O)c3ccccc3)cc2C1=O	-0.2	-21	3	1	0.0	-1	-16	-1.9
COc1cccc(-c2ccc([C@H]3[C@@H](CO)N4C(=O)CN(C(=O)C5CC5)C[C@@H]34)cc2)c1	0.0	-2	-4	0	0.0	2	/	-2.6
CCCCNC(=S)Nc1ccc(OC)nc1	/	-3	-77	-3	0.1	30	/	0.4
Nc1ccc(S(=O)(=O)Nc2nccc(/C=C/c3ccc(Br)s3)n2)cc1	-1.1	-1	-20	-3	0.0	-2	/	1.9
O=C(CCc1c[nH]c2ccccc12)NCC(=O)Nc1ccc(F)c(F)c1F	9.3	-6	-2	7	0.0	-1	1	-4.2
CCCN(C(=O)COc1ccc(C(C)=O)cc1OC)C1CCS(=O)(=O)C1 (stereo not drawn)	/	13	-11	7	0.1	0	-1	1.1
Cc1[nH]nc2c1C1(CCOCC1)C(C#N)=C(N)O2	/	0	-16	?	/	-1	-3	-2.3
